# CSN deneddyl inh – CSN deneddylation inhibition | 360,000 compounds, 0.38% hits | AID 651999 | Q92905 | Purified CSN, SCF-Nedd8-OG deneddylation, fluorescence polarization | inhibition, % at 12.5 µM;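 active = pattern-corrected inhibition above about 35%, with an unprinted fluorescence ratio check between 0.5 and 1.5, limit read from the data, passing the limit was not always enough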;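 note: 0% = enzyme with substrate and 100% = substrate without enzyme; some results filed as inactive read as strong as hits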
# Target sequence (Q92905 whole entry, looked up, one chain of several): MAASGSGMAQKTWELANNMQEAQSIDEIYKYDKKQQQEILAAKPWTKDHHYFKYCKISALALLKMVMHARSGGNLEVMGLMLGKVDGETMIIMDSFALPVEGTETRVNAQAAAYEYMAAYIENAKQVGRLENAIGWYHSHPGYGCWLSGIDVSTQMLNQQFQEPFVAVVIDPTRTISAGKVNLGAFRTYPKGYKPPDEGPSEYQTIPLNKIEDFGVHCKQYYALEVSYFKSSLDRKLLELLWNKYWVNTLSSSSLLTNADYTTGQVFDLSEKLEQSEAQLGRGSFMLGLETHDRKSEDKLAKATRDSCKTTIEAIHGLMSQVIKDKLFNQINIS
#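 Material: human Csn5 produced in HEK293T cells; Input: enzyme 0.24 nM; Reagent: SCFSkp2-Nedd8OG substrate at 10 nM final; Dosing: 12.5 µM compound; Incubation: 90 min reaction at room temperature; Detection: fluorescence polarization of the substrate; Evaluation: % inhibition of substrate cleavage by Csn5; Control set: substrate-only high control, full reaction low control.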
# NadD block – blocks S. aureus nicotinate mononucleotide adenylyltransferase; purified NadD enzyme, colorimetric absorbance read-out; inhibition, % at 20 µM; 360,000 compounds, 0.78% hits; in the data active = inhibition above about 26%; note: some compounds past the cut are filed as inactive
# Rin1 Abl inh – human Rin1-Abl interaction inhibition; TR-FRET Rin1/Abl binding, biochemical; inhibition, % at 7.35 µM; 360,000 compounds, 0.4% hits; in the data active = inhibition above about 5%, passing the limit was not always enough
# MT1-MMP act inh – inhibitors of human MT1-MMP activation. GFP/RFP ratio change, % at 20 µM. HT1080 RFP-PRO-GFP cells, GFP/RFP ratio fluorescence, overnight; percent of plate control window, DMSO zero. P50281. 360,000 compounds, 0.061% hits;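 active = GFP/RFP ratio change of at least 30% with cell ATP level not reduced by more than half and red fluorescence within 50% of control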; note: strong numbers were not always called active
#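 Test system: HT1080 RFP-PRO-GFP cells; Benchmarks: DMSO and RFP-L50D-GFP cell wells; Timing: cells overnight before dosing, compound overnight, 37 °C, 5% CO2; Compound: one 20 µM compound dose with 1% DMSO; Read-out: GFP/RFP fluorescence ratio.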
# SKN-1 inh – blocks SKN-1 activity in C. elegans | inhibition, % at 21.8 µM | C. elegans VP596 Pgst-4::GFP/RFP ratio, acrylamide-induced, 24 h | 360,000 compounds, 0.49% hits;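 active = interference check ratio from 0.5 to 1.5 plus GFP to RFP signal ratio inhibition reaching or exceeding a fixed threshold, cut at about 30% in these data, passing the limit was not always enough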; note: some compounds called inactive have numbers as strong as hits
# FAS TE block – FAS thioesterase (human) inhibition; P49327; recombinant FAS-TE, OMFH fluorogenic substrate, fluorescence endpoint; inhibition, % at 15 µM; 360,000 compounds, 0.67% hits;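 active = compounds whose normalised, plate-corrected inhibition of enzyme fluorescence in the single-dose primary screen is 50% or more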;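 note: 0% = DMSO with enzyme and 100% = substrate without enzyme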
# PABP1 MLLE inh – inhibitors of microRNA-mediated deadenylation, human PABP1 MLLE binding; P11940; GST-MLLE / FITC-PAM2 fluorescence polarization; inhibition, % at 20 µM; 360,000 compounds, 0.36% hits; in the data active = inhibition above about 35%, passing the limit was not always enough;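 note: plate controls were DMSO wells with GST-MLLE for no effect and wells lacking GST-MLLE protein for full effect; some results filed as inactive read as strong as hits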
# Rpn11 inh – inhibitors of human proteasome Rpn11 | human 26S proteasome, Ub4-pepOG fluorescence polarization; 20S core pre-blocked with epoxomicin | calls only at 20 µM | O00487 | 360,000 compounds, 0.59% hits;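 active = inhibition at 20 µM, scaled to each plate's controls, above about 33%, limit read from the data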
# Neddyl block – cullin neddylation inhibition | P61081+Q13564 | TR-FRET cullin neddylation, biochemical | calls only at 25 µM | 360,000 compounds, 0.58% hits | AID 651699; in the data active = inhibition above about 36%
# Target sequence (P61081 whole entry, looked up): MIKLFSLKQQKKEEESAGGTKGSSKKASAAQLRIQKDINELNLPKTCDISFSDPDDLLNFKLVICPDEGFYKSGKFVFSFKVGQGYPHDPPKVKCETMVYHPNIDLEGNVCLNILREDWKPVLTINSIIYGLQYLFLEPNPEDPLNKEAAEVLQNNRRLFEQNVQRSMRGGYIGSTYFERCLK
# Target sequence (Q13564 whole entry, looked up): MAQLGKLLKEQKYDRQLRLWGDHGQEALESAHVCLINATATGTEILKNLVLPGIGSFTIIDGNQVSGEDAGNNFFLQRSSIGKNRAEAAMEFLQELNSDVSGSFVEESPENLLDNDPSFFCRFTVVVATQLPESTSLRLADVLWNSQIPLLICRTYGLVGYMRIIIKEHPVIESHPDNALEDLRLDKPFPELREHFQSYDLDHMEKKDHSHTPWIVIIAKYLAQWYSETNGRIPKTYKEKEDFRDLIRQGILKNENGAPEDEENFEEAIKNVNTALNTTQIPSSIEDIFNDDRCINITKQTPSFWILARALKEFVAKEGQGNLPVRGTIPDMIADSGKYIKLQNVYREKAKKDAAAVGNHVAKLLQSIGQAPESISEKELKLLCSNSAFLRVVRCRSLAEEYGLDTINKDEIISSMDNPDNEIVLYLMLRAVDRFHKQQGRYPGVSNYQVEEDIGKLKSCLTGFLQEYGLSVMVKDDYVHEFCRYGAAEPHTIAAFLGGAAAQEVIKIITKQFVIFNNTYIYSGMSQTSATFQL
# Starred values were filed as active, the others as inactive; i = inactive; x = not tested or not shown; + = active, no number.
SMILES,CSN deneddyl inh,NadD block,Rin1 Abl inh,MT1-MMP act inh,SKN-1 inh,FAS TE block,PABP1 MLLE inh,Rpn11 inh,Neddyl block
CCCCn1c(N)c(N(CC(C)C)C(=O)c2ccc([N+](=O)[O-])o2)c(=O)[nH]c1=O,1.7,-2.1,4.3,-52.1,13.7,-2.6,-7.9,i,i
COc1ccc2ncc(S(=O)(=O)c3ccccc3)c(N3CCC4(CC3)OCCO4)c2c1,-5.1,2.2,8.2*,-5.1,6.1,43.2,-76.0,i,i
Cn1c(NC(=O)c2cccs2)c(-c2cccs2)c(=O)c2ccccc21,3.2,0.8,-5.4,-4.2,7.6,-7.3,-16.2,i,i
CCC(CC)c1nc2cc(OC)c(OC)cc2c(=O)o1,5.2,0.2,-1.2,3.5,22.4,-4.2,-94.7,+,i
CCN1C(=O)[C@H]2[C@@H](c3ccccc3)N3C(=O)N(c4cccc(F)c4)C(=O)[C@@]3(CC(C)C)[C@H]2C1=O,-7.4,0.4,4.0,-1.0,-9.1,-3.8,-2.0,i,i
COc1ccc(N2CCN(CCNC(=O)CCNS(=O)(=O)c3cccs3)CC2)cc1,9.4,5.5,2.7,1.6,12.3,-5.2,-17.4,i,i
CCOc1ccc(/C(O)=C2/C(=O)C(=O)N(CCCN3CCOCC3)C2c2ccc(F)cc2)cc1C (stereo unspecified),0.0,12.7,-3.6,3.3,5.1,1.5,7.8,i,i
CCC1=C(OC(=O)N(CC)CC)N2C(=O)OC(=NCC3CC3)[C@]2(Cc2ccccc2)[C@H]2C1=CC[C@H]1C(=O)N(CC)C(=O)[C@H]12,-1.0,-0.8,3.5,-19.0,7.7,4.1,-7.1,i,i
Cc1cc(=O)oc2cc(OCC(=O)N/N=C/c3ccccc3O)ccc12,105.9*,0.1,-3.8,4.5,11.9,4.5,-2.0,i,x
COc1cccc2c(=O)cc(C)n(CC(=O)Nc3ccc(Br)cc3)c12,15.8,-5.1,0.3,2.0,-2.6,1.6,0.5,i,i
[O-][n+]1ccc(C(O)c2ccccc2)cc1 (stereo unspecified),0.2,-4.0,-1.0,-1.1,2.2,-4.8,8.2,i,i
CCC(C)[C@@H](C(=O)Nc1ccc(OC)c(OC)c1)N1Cc2ccccc2C1=O (stereo partly specified),-6.8,-4.4,-5.0,-7.4,0.7,-2.1,14.3,i,i
CCOC(=O)CSc1cn2c(n1)CCC2,1.8,5.7,4.5,0.9,21.6,-12.3,26.1,i,i
COC(=O)c1c(-c2cccs2)csc1NC(=O)CSc1ncnc2sc(C)c(C)c12,-5.4,7.0,-0.7,5.8,4.6,15.7,4.3,i,i
Cc1ccccc1NC(=S)Nc1ccc2cn[nH]c2c1,-4.1,-2.1,-4.4,-1.2,-6.5,-4.1,14.4,i,i
C=CCN(CC=C)CC(O)CN(c1cc([N+](=O)[O-])ccc1OC)S(=O)(=O)c1ccccc1 (stereo unspecified),4.0,4.4,-1.3,3.9,38.2*,41.2,-26.1,i,i
COc1cc(CC(NC(C)=O)C(=O)NC2CCN(C(=O)c3cc(OC)c(OC)c(OC)c3)CC2)cc(OC)c1 (stereo unspecified),-4.5,-2.5,2.7,0.9,69.7,-8.7,-13.2,i,i
CCCc1nc2ccc(N)cc2c(=O)n1Cc1ccccc1Cl,2.5,-1.4,1.0,0.4,9.7,0.9,14.1,i,x
COc1ccc(-n2c(SC)nc(O)c(Cc3ccccc3)c2=O)cc1,-3.2,3.6,-0.2,1.9,7.0,0.3,5.0,i,i
Cn1nc(N)c2ncc(C(Cl)(Cl)Cl)nc21,1.2,1.9,-2.5,1.7,16.6,-7.0,0.5,i,i

# For convenience, part of the list above:
SMILES,CSN deneddyl inh,NadD block,Rin1 Abl inh,MT1-MMP act inh,SKN-1 inh,FAS TE block,PABP1 MLLE inh,Rpn11 inh,Neddyl block
CCCc1nc2ccc(N)cc2c(=O)n1Cc1ccccc1Cl,2.5,-1.4,1.0,0.4,9.7,0.9,14.1,i,x
COc1ccc(-n2c(SC)nc(O)c(Cc3ccccc3)c2=O)cc1,-3.2,3.6,-0.2,1.9,7.0,0.3,5.0,i,i
Cn1nc(N)c2ncc(C(Cl)(Cl)Cl)nc21,1.2,1.9,-2.5,1.7,16.6,-7.0,0.5,i,i

# Next part
SMILES,CSN deneddyl inh,NadD block,Rin1 Abl inh,MT1-MMP act inh,SKN-1 inh,FAS TE block,PABP1 MLLE inh,Rpn11 inh,Neddyl block
Cc1ccc(-n2c(SCC(=O)NCc3ccc4c(c3)OCO4)nnc2-c2cccnc2)c(C)c1,4.9,-1.4,9.0*,-4.9,-10.4,-0.9,-15.3,i,i
COc1cccc(NC(=O)Nc2nnc(N3CCCCC3C)s2)c1 (stereo unspecified),0.8,-2.8,-2.9,-2.9,9.1,-4.6,-2.3,i,i
CC(=O)c1ccc(NC(=O)Cn2cnc(S(=O)(=O)N3CCc4ccccc43)c2)cc1,1.4,-3.8,6.2,0.9,4.8,0.1,-6.6,i,i
O=[N+]([O-])c1ccc(NCCCc2ccccc2)cc1,4.0,-3.3,5.0,3.3,9.9,24.5,0.2,i,i
COC(=O)c1ccc(C)c(NC(=O)c2ccc(Cl)c([N+](=O)[O-])c2)c1,-13.2,0.6,1.3,6.0,6.8,19.6,15.2,i,i
CN1C(=O)[C@@H]2[C@@H]3C[C@@H]([C@H]4ON=C(c5ccccc5OCC#N)[C@@H]34)[C@@H]2C1=O,-1.0,-1.1,-1.7,-4.2,-1.7,-7.4,-5.2,i,i
COc1ccccc1-n1nnnc1SCC(=O)Nc1ccccc1,-1.8,-1.7,6.4,2.6,2.0,-2.5,-0.1,i,i
O=C(C1CCN(S(=O)(=O)c2cccs2)CC1)N1CCCCC1,-0.8,-2.0,2.2,0.8,-3.7,0.8,2.0,i,i
COc1ccccc1-c1cccc([C@@H]2C[C@H]3[C@H](CON3C)CN2Cc2cc(Cl)cc(Cl)c2)c1,0.3,0.2,-1.3,4.0,3.8,8.3,-8.6,i,i
O=C(Nc1ccccc1N1CCCC1)c1ccccc1F,0.4,3.0,5.2,-3.4,7.1,6.8,10.0,i,i
COc1cccc(CNCc2ccc(OC)c3ccccc23)c1OC,0.3,-7.8,1.2,-2.7,10.3,-0.1,2.7,i,i
COC(=O)c1ccc(-n2c(CCC(=O)O)ccc2-c2ccccc2)cc1,1.7,-0.7,4.0,-4.3,-5.8,-0.8,2.2,i,i
CC(C)CCOP(=O)(c1ccc(N(C)C)cc1)C(O)c1ccc(C(C)C)cc1 (stereo unspecified),-0.2,-6.0,0.2,-2.8,-6.2,25.4,0.4,i,i
NC(=O)CSc1nc2ccccc2n1Cc1ccccc1,-2.9,2.0,-0.2,7.7,-0.1,-5.1,-20.6,i,i
CCc1cccc(C)c1NC(=O)COn1nnc2ccc(C(F)(F)F)cc21,-8.8,-1.0,1.1,-1.3,-4.5,-1.5,4.7,i,i
Cc1cccc(NC(=O)c2cc3ccccc3c(=O)o2)n1,-0.4,-5.0,-0.8,0.0,12.7,-4.1,21.4,i,i
O=C(Nc1cccc(S(=O)(=O)N2CCCC2)c1)C1CCCN1C(=O)c1cccs1 (stereo unspecified),4.8,-9.2,-1.9,-1.5,-1.0,-1.8,4.5,i,i
O=c1cc(CSc2n[nH]c(=O)n2C2CC2)c2ccc(O)cc2o1,-0.6,-6.2,-3.0,-2.0,4.9,-3.5,-13.0,i,i
O=C(CCS(=O)(=O)c1cccs1)NC1CCCCCC1,7.4,-1.3,7.2,3.4,2.1,-7.0,-9.3,i,i
COc1ccc(N(CCCN2C(=O)c3cccc4cccc(c34)C2=O)C(=O)c2cccs2)cc1,3.5,7.0,-2.0,-1.4,10.8,45.5,15.2,i,i
Cc1cc(Cl)cc2c(N=Nc3ccccc3C(=O)O)c(O)[nH]c12,4.7,11.7,-2.4,1.8,4.9,1.0,-32.9,i,i
CCOc1cc(S(=O)(=O)n2ccc(C)n2)ccc1Br,4.8,-5.9,2.1,0.6,-0.7,1.7,2.5,i,i
COc1ccc(-c2csc3ncnc(N4CCN(C(=O)c5ccco5)CC4)c23)cc1,2.8,1.4,-5.2,-2.9,-5.3,6.9,-6.8,i,i
CC(NC(=O)c1ccc2ccccc2n1)c1ccc(Br)cc1 (stereo unspecified),-3.2,-2.0,-0.6,-3.0,7.5,26.5,1.3,i,i
COc1ccc(CCNC(=O)CNCC2CCCCC2)cc1OC,7.0,-10.5,3.8,1.4,-5.9,-3.9,-0.1,i,i
CCNc1nc(NCC)nc(N/N=C/c2ccc(N(C)C)cc2)n1,1.5,-0.5,-0.2,4.3,0.9,-2.0,-3.5,i,x
COc1ccc(NC(=O)Cn2nnc(C(=O)NCCc3ccccc3)c2N)c(OC)c1,31.0,-8.1,0.9,-1.5,3.8,2.7,0.9,i,i
O=C(O)c1ccc2c(c1)C1C=CCC1C(c1cc3c(cc1Br)OCO3)N2 (stereo unspecified),-14.0,7.5,3.9,-3.2,-1.7,-4.3,15.6,i,i
CCOC(=O)C(=O)c1c(-c2ccccc2)nc2ccccn12,6.5,-10.2,3.7,-0.7,9.5,2.2,-1.8,i,i
CCOC(=O)COn1c(-n2nc(C)cc2C)nc2ccccc2c1=O,1.1,-2.5,0.1,-1.2,-6.4,-4.2,8.4,i,i
O=C(CCc1nnc2ccc(NCc3ccc(F)cc3)nn12)NC1CCCC1,1.5,0.6,0.9,0.3,14.6,-2.4,5.0,i,i
CC(C)c1ccc(-c2nn(-c3ccccc3)cc2C2C(C#N)=C(N)OC3=C2C(=O)CC(C)(C)C3)cc1 (stereo unspecified),1.6,27.4,-3.0,-16.3,5.5,21.8,1.3,i,i
CCCCN(C(=O)Cc1ccc(S(=O)(=O)N2CCOCC2)s1)c1ccccc1,-1.8,-4.0,1.8,1.9,-13.3,7.1,-15.2,i,i
CCOC(=O)/C=C/C(=O)OCC(=O)Nc1ccc([N+](=O)[O-])cc1,-1.7,-7.6,-3.4,-0.6,-9.3,-2.2,19.1,i,i
O=C(Cc1ccccc1)N1O[C@H]2C=C[C@@H]1CC2,-0.1,-1.3,0.4,0.8,-3.6,-9.9,-13.3,i,i
CN(CCCC(=O)Nc1ccccc1)S(=O)(=O)c1ccc(Cl)cc1,0.0,-5.5,1.0,7.1,-13.7,0.8,-0.8,i,i
CCCCn1c2ccc(F)cc2c2nnc(SCCN3CCOCC3)nc21,-4.9,-1.6,-6.4,-0.7,9.8,-0.9,45.1*,i,i
Cc1ccc(S(=O)(=O)N(CC(=O)N/N=C/c2ccccc2C(=O)O)c2cc(Cl)cc(Cl)c2)cc1,4.6,23.1,-0.2,-2.5,5.6,-1.8,4.9,i,i
O=C1CCC[C@@H]2CC(Nc3ccc(F)cc3F)C[C@@H]3CCN1[C@H]23 (stereo partly specified),-2.7,-5.3,1.9,3.8,-5.7,-5.7,4.2,i,i
O=C(NCCN1CCC(n2c(=O)[nH]c3ccccc32)CC1)c1cccnc1Cl,-2.7,-2.3,x,3.5,15.1,-11.3,x,x,i
CC(C)(C)c1ccc(OCCCn2ccnc2)cc1,-0.1,-2.0,2.6,5.7,-27.2,-3.2,-14.8,i,i
c1nc(NCc2ccc3c(c2)OCO3)c2cc(-c3ccoc3)ccc2n1,-4.1,-1.6,0.5,-8.8,5.8,13.5,-7.0,i,i
OC[C@@H]1[C@@H](c2ccc(Cl)cc2)C(c2cccc(Cl)c2)=NN1c1ccccc1,-1.9,10.4,-0.4,-2.3,16.4,28.2,-5.1,i,x

# Screens as filed in PubChem.

# The order is random (roughly 3.9% active in at least one column).
